High-throughput results deposited in PubChem BioAssay by Broad Institute.
S100A4 inh HTS: inhibitors of S100A4-myosin IIA peptide binding, primary screen, biochemical, fluorescence polarization, TAMRA-MyoIIA peptide; Protein S100-A4 (Homo sapiens), P26447; inhibition, % at 10.7 µM; 360,000 compounds, 0.14% hits; AID 652163, 2013;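 active = mean inhibition of at least 70% across replicates, with every replicate also reaching that level; inconclusive = mean inhibition reaches 70% but some replicates fall short; inactive = mean inhibition below 70%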
Target sequence (P26447 whole entry, looked up): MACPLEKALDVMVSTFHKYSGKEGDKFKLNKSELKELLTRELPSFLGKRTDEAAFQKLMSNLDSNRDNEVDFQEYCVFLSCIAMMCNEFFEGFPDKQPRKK
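Material: S100A4 monomer protein | Medium: HEPES pH 7.2 with CaCl2, KCl, NaCl, DTT, Triton | Reagent: Labelled myosin peptide probe, 5 nM | Doses: One dose per compound | Times: 5 min incubation before reading | Benchmarks: Neutral control DMSO, positive control TFP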
C2C12 statin: suppressors of statin myotoxicity in C2C12 myotubes, primary screen, cell-based, single point, plate reader; rescue of ATP level, % at 7.49 µM; 330,000 compounds, 0.78% hits; C2C12 myotubes + simvastatin, ATP luminescence, 48 h; scaled: DMSO 0, geranylgeraniol control 100;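 active = mean ATP rescue above about 67%, or every replicate alone reaching that limit, limit read from the data, passing the limit was not always enough; inconclusive = no clear call, values can overlap the other calls; inactive = mean under the limit and some replicate under it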;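 note: myotubes were challenged with 10 µM simvastatin during compound exposure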
ERp5 inh: inhibitors of ERp5-driven insulin aggregation, primary screen, biochemical, turbidity, absorbance 650 nm, single point; inhibition, % at 9.99 µM; 90 min; Protein disulfide-isomerase A6 (Homo sapiens), Q15084; AID 651711, 2012; 350,000 compounds, 0.05% hits;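 active = mean replicate inhibition above about 25%, with every replicate also reaching it, limit read from the data, passing the limit was not always enough; inconclusive = only one of those two criteria met; inactive = neither criterion met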
Target sequence (Q15084 whole entry, looked up): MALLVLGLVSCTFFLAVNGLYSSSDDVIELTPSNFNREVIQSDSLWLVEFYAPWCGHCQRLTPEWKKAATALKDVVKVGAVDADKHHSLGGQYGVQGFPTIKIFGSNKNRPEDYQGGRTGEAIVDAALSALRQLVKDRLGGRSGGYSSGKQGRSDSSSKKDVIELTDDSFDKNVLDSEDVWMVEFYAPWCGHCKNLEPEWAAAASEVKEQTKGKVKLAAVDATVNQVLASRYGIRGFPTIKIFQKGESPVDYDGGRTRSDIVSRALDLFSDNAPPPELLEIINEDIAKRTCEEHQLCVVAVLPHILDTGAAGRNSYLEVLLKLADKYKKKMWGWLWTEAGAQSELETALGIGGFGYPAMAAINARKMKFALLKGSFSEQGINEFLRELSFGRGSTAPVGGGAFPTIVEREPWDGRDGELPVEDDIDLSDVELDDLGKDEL
E-sel inducer: E-selectin induction in HUVECs, primary screen, imaging, HUVEC, immunofluorescence imaging, single point | normalized: neutral wells 0, TNF-alpha wells 100 | activation, % at 7.58 µM | 260,000 compounds, 0.37% hits | AID 686992, 2013;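 active = mean E-selectin-positive cell signal at least 10% of the positive control, reached in at least 60% of replicates, without over 20% cell loss; inconclusive = no rule given, readout overlaps actives, possibly toxicity-flagged; inactive = the rest, including those meeting only one limit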;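 note: in these data hits start at about 27%; measured in HUVEC primary endothelial cells; signal is the percent of cells scored E-selectin positive by PE staining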
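Read-out basis: % PE-positive cells; Test system: HUVEC primary endothelial cells; Technique: immunofluorescence imaging; Dosing: single-point compound dose.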
DENV2 CPE rescue: inhibitors of DENV2 cytopathic effect, primary screen, cell-based, plate reader, single concentration; DENV2-infected cells, cytopathic effect rescue; CPE inhibition, % at 9.99 µM; 350,000 compounds, 1.7% hits; in the data active = CPE inhibition above about 20%, passing the limit was not always enough; inconclusive = no clear call, values can overlap the other calls; tested in BHK-21 cells;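 note: 0% = median of neutral control wells and 100% = median of positive control wells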
PglD inh: C. jejuni PglD acetyltransferase inhibitors, primary screen, biochemical, DTNB colorimetric, single point | purified PglD enzyme, DTNB colorimetric CoA detection | inhibition, % at 12.5 µM | 360,000 compounds, 0.098% hits | UDP-N-acetylbacillosamine N-acetyltransferase PglD (Campylobacter jejuni); in the data active = inhibition above about 16%, passing the limit was not always enough; inconclusive = no clear call, values can overlap the other calls; note: strong numbers were not always called active
SIRT5 block: SIRT5 desuccinylase inhibitors, primary screen, biochemical, fluorescence imaging, single point, set 5. inhibition, % at 15 µM. NAD-dependent protein deacylase sirtuin-5, mitochondrial (Homo sapiens), Q9NXA8. 330,000 compounds, 1.1% hits. AID 652115, 2013. Purified SirT5, succinyl-peptide AMC, trypsin-coupled fluorescence; in the data active = inhibition above about 15%; inconclusive = no clear call, values can overlap the other calls
Target sequence (Q9NXA8 whole entry, looked up): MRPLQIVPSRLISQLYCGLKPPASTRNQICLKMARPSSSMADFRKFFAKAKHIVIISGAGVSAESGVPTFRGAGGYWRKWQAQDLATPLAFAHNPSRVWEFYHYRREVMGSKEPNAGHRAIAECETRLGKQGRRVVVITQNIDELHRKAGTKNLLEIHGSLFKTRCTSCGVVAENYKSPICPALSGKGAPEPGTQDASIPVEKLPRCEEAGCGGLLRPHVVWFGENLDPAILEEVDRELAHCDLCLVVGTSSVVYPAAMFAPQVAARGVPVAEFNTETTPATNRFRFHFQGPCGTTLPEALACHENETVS
* = called active by the depositor; u = inconclusive; x = no result given.

SMILES	S100A4 inh HTS	C2C12 statin	ERp5 inh	E-sel inducer	DENV2 CPE rescue	PglD inh	SIRT5 block
Cc1ccc(S(=O)(=O)N2CCN(C(=O)COC(=O)/C=C/c3ccc(Cl)cc3)CC2)c(C)c1	-4.2	8.9	1.2	-0.3	-3.5	-4.6	-4.0
O=C(Nc1nc(=O)[nH]s1)c1ccccc1	8.3	x	-1.0	0.0	u	x	-4.7
COC(=O)[C@]12C[C@H](CC(=O)NCCCN3CCCC3=O)C(=O)N(Cc3ccc4c(c3)OCO4)C1=C[C@H](COCc1ccccc1)O[C@@H]2C	3.9	x	-5.1	0.0	u	x	x
CCC1CCCCN1CCCNC(=O)c1ccc2c(c1)c(C)c(C)n2CC (configuration not stated)	-67.5	-9.8	-3.3	6.1	u	-1.5	-4.5
COc1ccc(S(=O)(=O)NC(=O)C2(C)CCN2C(=O)CC2CCCCC2)cc1OC (configuration not stated)	-23.8	-2.6	1.3	-0.1	4.8	-3.8	x
O=S(=O)(NNc1ncc(C(F)(F)F)cc1Cl)c1ccc(F)cc1F	-4.0	12.3	0.6	0.1	u	6.8	0.6
NCCCC(=O)N1c2ccccc2Sc2ccccc21	3.4	-17.6	-0.6	0.0	-7.9	-5.5	-5.5
COCCCn1nnnc1SCC(=O)N1CCN(C(=O)c2ccco2)CC1	-17.7	8.3	-2.9	0.2	-1.1	-4.4	-1.8
O=C(Nc1ccccc1)N1CC(=O)N2[C@H](CO)[C@H](c3ccc(C#CC4CCCC4)cc3)[C@H]2C1	-3.2	x	-4.2	-0.6	16.3	x	-1.4
CCN1[C@@H]2Cn3c(ccc(-c4ccncc4)c3=O)[C@H]1[C@@H](C(=O)NCCc1cn(C)cn1)[C@@H]2CO	16.2	10.7	1.1	0.8	-5.8	-1.4	1.0
O=c1[nH]nc(N=Nc2c(O)[nH]c3ccc(F)cc23)c(=O)[nH]1	-21.3	6.2	1.1	13.4	-5.6	-6.1	-1.3
CN(C)c1nc(=Nc2cccc(Cl)c2)ss1	0.0	3.5	2.9	0.4	-6.2	5.8	-2.8
O=C(Nc1ccc(Oc2ccc(C(=O)O)c(C(=O)O)c2)cc1)c1cccs1	-5.6	x	-6.2	0.2	-1.4	x	0.6
CC(NC(=O)CN1C(=O)NC2(CCc3ccccc32)C1=O)c1ccc2c(c1)OCCO2 (configuration not stated)	0.0	9.2	-15.3	x	19.4	1.8	2.7
CC(C)NC(=O)N(C)C[C@@H]1Oc2c(NC(=O)CCCCCC(=O)Nc3ccccc3N)cccc2C(=O)N([C@H](C)CO)C[C@@H]1C	-0.1	x	-6.0	17.3	-9.1	x	-2.7
CC(C)NC(=O)N(C)C[C@H]1Oc2c(NC(=O)Nc3ccc4c(c3)OCO4)cccc2C(=O)N([C@@H](C)CO)C[C@H]1C	x	23.6	x	-0.4	1.5	-1.1	x
CC(C(=O)OCC(=O)c1ccc([N+](=O)[O-])cc1)N1C(=O)C2C3C=CC(C3)C2C1=O (configuration not stated)	-2.8	-2.8	4.4	-0.3	-0.5	4.9	7.4
CCCC(=O)N1CCc2cc(OC)c(OC)cc2C1COc1ccccc1OC (configuration not stated)	-1.0	21.4	0.0	0.1	-2.1	9.0	-1.1
O=C(O)CN1C(=O)/C(=C\c2ccccc2OCc2ccc(Cl)cc2Cl)SC1=S	2.7	8.8	-0.2	1.4	2.7	1.6	0.9
O=C(O)c1ccc2c(c1)C(=O)N(c1ccc(/C=C/C(=O)c3ccccc3)cc1)C2=O	8.4	x	1.0	-0.5	7.9	x	2.1
CCCC(=O)Nc1cccc(C(=O)Nc2ccccc2OCC)c1	-1.5	x	2.9	-1.4	-3.5	x	-2.5
COCC(=O)N1C[C@H](C)[C@@H](OC)CN(C)C(=O)c2cc(NS(C)(=O)=O)ccc2OC[C@@H]1C	9.7	-6.5	6.1	0.7	-15.2	1.4	-10.2
CSc1ccccc1OCc1cc(C(=O)NCCn2ccnc2C)no1	-4.6	-7.7	0.2	-0.3	-4.4	10.1	-4.5
CO[C@@H]1CC[C@@H]2CCN(C)C(=O)CC3(CCCCC3)CN(C)C(=O)c3cccc(C#N)c3OC[C@@H]1O2	5.9	-13.5	3.6	0.1	-0.5	-1.3	-2.2
COc1ccccc1N1CCN(S(=O)(=O)c2cc(Br)cnc2N)CC1	0.3	7.5	7.4	x	-8.0	-1.8	-1.7

The listing continues.
SMILES	S100A4 inh HTS	C2C12 statin	ERp5 inh	E-sel inducer	DENV2 CPE rescue	PglD inh	SIRT5 block
COc1ccc(S(=O)(=O)Nc2noc3ccccc23)cc1OC	0.2	-3.4	0.6	-0.1	1.6	7.5	2.0
Cc1ccc(C(=O)C=Cc2ccc3c(c2)OCO3)c(C)c1	-2.2	x	9.6	0.1	19.7	x	x
O=C(NCc1ccccn1)c1ccc(Cn2cc(C(F)(F)F)ccc2=O)cc1	-5.2	-5.9	-2.1	x	6.0	-0.8	-1.1
C[C@@H]1CN([C@H](C)CO)C(=O)Cc2cc(NC(=O)CCCN(C)C)ccc2O[C@@H]1CN(C)S(=O)(=O)c1cccs1	x	-5.4	x	-3.4	5.0	0.2	x
O=C(Nc1cccc(Cl)c1)C1CC1c1ccccc1 (configuration not stated)	1.7	x	-1.1	x	-6.9	x	2.0
O=S(=O)(Nc1ccc(Cl)cc1)c1ccc2c(c1)CCO2	1.9	x	1.4	-1.2	4.7	-1.8	2.1
O=C(Cc1ccccn1)N[C@@H]1C=C[C@@H](CC(=O)N2CCCCC2)O[C@@H]1CO	8.2	-5.7	-3.1	0.8	3.5	-1.5	3.5
CSc1nc(Cl)c(Br)c(Nc2c[nH]c(=O)[nH]c2=O)n1	1.3	2.1	0.3	-0.1	51.7*	-4.6	x
COc1ccc(OC)c(NC(=O)Nc2ccc3c(c2)CCC3)c1	2.1	x	3.4	0.4	x	11.4	-0.1
CCNC(=O)C[C@@H]1CC[C@@H]2[C@H](COC[C@H](O)CN2C(=O)Nc2ccc(C(F)(F)F)cc2)O1	-3.1	-21.2	-0.8	0.2	4.9	0.3	-0.4
C=CCOc1ccccc1CN1CCC(Oc2cc(C(=O)NC3CC3)ccc2OC)CC1	-1.0	-3.9	-1.1	0.6	-7.3	-2.5	-2.9
COc1ccccc1CNc1ccc(Br)cn1	-3.6	0.1	2.2	-0.4	-5.1	6.1	-2.2
CC(C)c1ccc(OCC(=O)NCc2ccccc2)cc1	-8.6	4.0	3.9	0.2	-4.8	-0.1	-3.3
COCCN1C(=O)COc2ccccc2C1C(=O)NC(C)(C)C (configuration not stated)	-1.9	x	3.9	x	13.1	x	-3.4
C[C@@H]1CCCCO[C@@H](CN(C)Cc2ccc(Cl)c(Cl)c2)[C@@H](C)CN([C@H](C)CO)C(=O)c2cc(NC(=O)NC3CCCCC3)ccc2O1	5.2	49.3	10.1	0.0	-3.9	1.2	-1.8
C[C@@H]1CN([C@H](C)CO)C(=O)c2ccccc2-c2ccccc2CO[C@@H]1CN(C)C	20.3	-2.7	3.8	-0.2	-1.6	-3.7	-0.6
COn1c(C)c(C)c2c3nonc3ccc21	-5.7	x	1.4	x	-0.5	x	-5.4
C[C@H](O)C#Cc1ccc2c(c1)O[C@H](CN(C)C(=O)c1ccncc1)[C@@H](C)CN([C@@H](C)CO)S2(=O)=O	-16.2	7.3	-3.2	0.0	-1.2	9.9	1.8
CC(=O)Nc1ccc2c(c1)OCCOCCOc1cc(NC(C)=O)ccc1OCCO2	2.8	-10.5	-2.2	-0.1	3.5	x	1.5
CC(OC(=O)CCCC(=O)Nc1ccc(F)cc1)C(=O)c1ccccc1 (configuration not stated)	1.6	-39.3	-1.1	0.6	9.2	7.9	x
CCS(=O)(=O)N1CCCCN2[C@H](C1)[C@@H](c1ccc(-c3ccccc3C)cc1)[C@@H]2CO	-7.2	x	12.0	-0.3	-1.4	0.4	-0.2
CCOC(=O)c1c(-c2ccc(C)cc2)csc1NC1=NS(=O)(=O)c2ccccc21	-3.2	x	0.5	0.1	-12.0	x	-4.2
OC(c1cccc(Cl)c1)c1nc(-c2ccoc2)cs1 (configuration not stated)	-6.0	3.1	9.4	1.5	0.8	-0.3	3.5
CCOC(=O)N1CCC(N2CCCC(C(=O)c3ccc4cc(OC)ccc4c3)C2)CC1 (configuration not stated)	-2.7	x	0.0	-0.3	6.3	x	-37.6
CC(=O)c1nn(-c2ccc(Cl)cc2)c(=O)[nH]c1=O	9.0	0.0	-1.4	-0.1	10.9	-0.6	-2.7

Further structures:
SMILES	S100A4 inh HTS	C2C12 statin	ERp5 inh	E-sel inducer	DENV2 CPE rescue	PglD inh	SIRT5 block
c1ccc(C2CN3CCSC3=N2)cc1 (configuration not stated)	2.3	4.6	1.4	1.2	18.5	-3.1	0.4
Cc1cc(NC(=O)c2ccccc2F)cc(C)c1OCC(=O)N1CCOCC1	-0.6	-5.9	1.2	5.5	-11.6	-2.5	1.5
O=C1C2CCCN2C(=O)N1CCCCN1CCN(c2ccc(F)cc2)CC1 (configuration not stated)	-7.5	x	-0.4	-0.5	6.0	-6.0	-2.5
CC(=O)NC1=NC(=O)/C(=C/c2cn(C(C)=O)nc2-c2ccccc2)S1	-3.4	x	0.5	x	x	x	1.5
CC(C)CNC(=O)NC(=O)COC(=O)c1cc([N+](=O)[O-])ccc1NCc1ccccc1Cl	-2.0	x	-0.4	x	2.4	x	1.7
CC1=C(C(=O)N(C(C)C)C(C)C)CC(CC(=O)NCCc2ccccn2)C(=O)N1CCC1=CCCCC1 (configuration not stated)	-0.1	-5.3	5.2	-0.1	-3.2	1.0	-2.3
Oc1ccc(NC(=S)N=Nc2c(O)[nH]c3ccc(Br)cc23)cc1	10.8	4.8	2.6	x	-1.7	-4.7	3.1
COc1cc(/C=C/C(=O)OCC(=O)Nc2cc(S(=O)(=O)N(C)C)ccc2Cl)ccc1O	1.0	-12.5	-3.5	x	-0.5	3.7	-1.6
O=C(Cc1cccnc1)N1CC2(C1)[C@@H](c1ccccc1)[C@@H](CO)N2C(=O)C1CCC1	4.5	x	1.6	0.1	5.7	x	9.5
O=C(C[C@H]1CC[C@@H](NC(=O)C2CCC2)[C@H](CO)O1)NCc1ccccc1Cl	-27.6	-1.6	-0.2	0.6	-5.0	-1.7	-0.5
CC(C)C(NC(=O)c1ccc(F)cc1)C(=O)N1CCOCC1 (configuration not stated)	-4.6	-13.4	27.4*	x	-5.9	-5.8	-2.2
COc1ccc(/C=C/C(=O)ONC2=NCCCCC2)cc1OC	7.7	x	3.1	3.9	-3.7	x	4.4
O=C(NCc1ccccc1Cl)C1CCCN1C(=O)NCc1ccccc1 (configuration not stated)	-7.7	6.7	5.3	x	-2.2	5.2	x

Rewritten as labelled records: 3 of the compounds above.
COc1cc(/C=C/C(=O)OCC(=O)Nc2cc(S(=O)(=O)N(C)C)ccc2Cl)ccc1O
  S100A4 inh HTS: 1.0
  C2C12 statin: -12.5
  ERp5 inh: -3.5
  E-sel inducer: x
  DENV2 CPE rescue: -0.5
  PglD inh: 3.7
  SIRT5 block: -1.6

O=C(Cc1cccnc1)N1CC2(C1)[C@@H](c1ccccc1)[C@@H](CO)N2C(=O)C1CCC1
  S100A4 inh HTS: 4.5
  C2C12 statin: x
  ERp5 inh: 1.6
  E-sel inducer: 0.1
  DENV2 CPE rescue: 5.7
  PglD inh: x
  SIRT5 block: 9.5

O=C(C[C@H]1CC[C@@H](NC(=O)C2CCC2)[C@H](CO)O1)NCc1ccccc1Cl
  S100A4 inh HTS: -27.6
  C2C12 statin: -1.6
  ERp5 inh: -0.2
  E-sel inducer: 0.6
  DENV2 CPE rescue: -5.0
  PglD inh: -1.7
  SIRT5 block: -0.5

These rows are one share of the data (hit frequency here may not be typical).
